Bioassay records as filed in PubChem.
MCF10A rereplic – inducers of DNA re-replication in MCF 10A breast cells; MCF 10A DNA re-replication, Hoechst nuclear intensity, 48 h; Potency, µM (highest dose often 46.1 µM), for the others: at the top dose activity, positive = re-replication, actives largely listed as activators; actives 2.9% (n = 350,000); AID 624296; note: potency is the fitted concentration of half-maximal effect; % of control where 0% means no effect; nearly all actives have a fitted effect of over 50% in size
KB-V1 MDR tox – KB-V1 MDR subline cytotoxicity; KB-V1 MDR cells viability, CellTiter-Glo, 72 h; Potency, µM (highest dose often 46.1 µM), for inactives: top-dose activity change, negative = cytotoxicity, most hits filed as cytotoxic; actives 3.4% (n = 400,000); note: potency is the fitted concentration of half-maximal effect; % is set by controls: 0 for no effect and ±100 for the full control effect; nearly all actives have a fitted effect of over 60% in size
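qHTS viability screen in drug-selected KB-V1 MDR cells: 72 h compound treatment at 37 degrees C, ATP luminescence end point.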
HT1080NT lethal – kills 2HG-producing HT-1080-NT fibrosarcoma cells; actives 1.6% (n = 360,000); AID 686970; HT-1080-NT fibrosarcoma viability, CellTiter-Glo ATP luminescence, 48 h; Potency, µM (doses to about 46.1 µM), for inactives: at the top dose activity, negative = less viability, hits mostly cytotoxic;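 note: NT is the 2HG producing partner of a matched IDH1 knockdown line; potency is the fitted concentration of half-maximal effect; 0% = DMSO-treated cells and -100% = media-only wells without cells; nearly all actives have a fitted effect of over 55% in size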
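Viability of the 2HG-overproducing fibrosarcoma line after 48 hours of compound exposure at 37 degrees C was determined by luminescence with CellTiter-Glo, and concentration-effect curves were then fitted and categorized.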
HT1080 IDH1KD tx – kills HT-1080 cells with IDH1 knockdown | HT-1080 IDH1 knockdown viability, ATP luminescence, 48 h | Potency, µM (top dose mostly 46.1 µM), for the others: at the highest dose activity, negative = toxicity, actives largely listed as cytotoxic | actives 2% (n = 360,000) | AID 686971;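 note: potency is the fitted concentration of half-maximal effect; 0% = DMSO wells and -100% = cell-free medium wells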
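Knockdown cells (IDH1KD HT-1080) received compounds 2 h after plating at 750 cells/well and were kept 48 h at 37 °C in 5% FBS RPMI. A CellTiter-Glo luminescence read gave % activity for curve fitting.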
ATXN2 expr inh – ATXN2 expression inhibition. HEK-293 ATXN2-luciferase reporter, luminescence, 24 h. Potency, µM (highest dose often 57 µM), for inactives: at the top dose activity change, negative = inhibition, actives largely listed as inhibitors. actives 0.72% (n = 360,000); note: potency is the fitted concentration of half-maximal effect; % is set by controls: 0 for no effect and ±100 for the full control effect; nearly all actives have a fitted effect of over 55% in size
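ATXN2-luciferase reporter cells (luciferase flanked by upstream and downstream ATXN2 gene portions) were treated 24 h at 37 °C with compounds at up to 57 uM. SteadyGlo luminescence gave expression; GF-AFC fluorescence gave viability.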
IL1B secr inh – blocks inflammasome-driven IL-1 beta release; activity change, % at 57.5 µM; AID 743279; actives 4.7% (n = 360,000); THP-1 LPS/ATP IL-1B secretion, AlphaLISA, 16 h; active compounds read low; in the data active = activity change below about -50%; inconclusive = mostly about -30% to -49%; note: % is set by controls: 0 for no effect and ±100 for the full control effect
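THP-1 cells pretreated 1 hr with compounds (up to 57.5 uM final), then stimulated with LPS (250 ng/mL final) plus ATP (1.25 mM final); secreted IL-1B measured by AlphaLISA after 16 hr, decreased signal indicating inhibition.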
KB-3-1 cytotox – KB-3-1 parental cell cytotoxicity. KB-3-1 viability, CellTiter-Glo ATP luminescence, 72 h. Potency, µM (top dose mostly 46.1 µM), for the others: top-dose activity change, negative = cytotoxic, usual class: cytotoxic. actives 1.4% (n = 400,000). AID 1347075; note: potency is the fitted concentration of half-maximal effect; % is set by controls: 0 for no effect and ±100 for the full control effect; nearly all actives have a fitted effect of over 60% in size
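Viability of parental KB-3-1 cells, measured by CellTiter-Glo luminescence, followed a 72 h incubation at 37 °C with pinned compounds in phenol-red-free DMEM containing 10% FBS.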
ATXN viability – viability counter-screen for ATXN expression inhibitors; S2 cells (HEK-293 line with an ATXN2-luciferase reporter) viability, CellTiter-Fluor protease fluorescence, 24 h; Potency, µM (top dose mostly 56.7 µM), most hits filed as cytotoxic; actives 0.49% (n = 400,000); AID 651635; note: potency is the fitted concentration of half-maximal effect; nearly all actives have a fitted effect of over 40% in size
SW480 rerep – induces DNA re-replication in SW480 colon adenocarcinoma cells | SW480 DNA re-replication, Hoechst DNA content imaging, 48 h | Potency, µM (top dose mostly 46.1 µM), for inactives: top-dose re-replication activation, actives largely listed as activators | actives 1.8% (n = 340,000) | AID 624297; note: potency is the fitted concentration of half-maximal effect; % of control where 0% means no effect; nearly all actives have a fitted effect of over 55% in size
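First, 250 cells per well were seeded. Next, compound or vehicle (23 nL) was pinned in, plates sat 48 hr at 37 C. Finally Hoechst was added for 40 min before fluorescence scanning.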
* hit, by the source's call; i = inactive; ? = inconclusive; / = not tested or not shown; & = joins results of further samples; [ ] = another dose, or the depositor's remark. Unless noted, calls come from the whole dose curve; as a rule, active = well fitted curve in the direction sought with a large enough effect; inconclusive = small, poorly fitted or top-dose-only effect, or another doubt; inactive = no such curve, though single readings can be large; an effect the other way counts as inactive or inconclusive.

Molecule | MCF10A rereplic | KB-V1 MDR tox | HT1080NT lethal | HT1080 IDH1KD tx | ATXN2 expr inh | IL1B secr inh | KB-3-1 cytotox | ATXN viability | SW480 rerep
O=C(NC1CC2CCCC(C1)N2C(=O)Nc1ccccc1)c1ccncc1 (stereo not drawn) | -1% | 13% | -1% | 0% | 4% | 7 | 4% | i | 1%
CCCCn1c(N)c(N(CC(C)C)C(=O)c2cccc(S(=O)(=O)N3CC(C)OC(C)C3)c2)c(=O)[nH]c1=O (stereo not drawn) | ? | 26% | 12% | 10% | 0% | 2 | 20% | i | -439%[inhibitor]
CCCOC(=O)/C(=C\C=C\c1ccco1)NC(=O)c1ccccc1 | ? | -17% | -3% | -17% | 19% | -15 | -27% | i | 53%
CCC1(c2ccc(F)cc2)NC(=O)N(CC(=O)c2cc(C)n(C3CC3)c2C)C1=O (stereo not drawn) | 11% | -29% | 2% | 6% | 8% | 9 | -1% | i | 3%
Cc1ccc(-c2nn3c(C)nnc3c3ccccc23)cc1S(=O)(=O)NCc1ccccc1 | ? | -17% | 1% | 8% | 2% | 9 | 0% | i | 12%
CC(=O)c1ccc(Nc2nc(C(N)COCc3ccccc3)cs2)cc1 (stereo not drawn) | / | 6% | -1% | -9% | 1% | -23 | 0% | i | /
Cc1ccc(C(C(=O)NCc2ccco2)N(C(=O)CNC(=O)c2cccs2)c2c(C)cc(C)cc2C)cc1 (stereo not drawn) | 5% | ? | 8% | 1% | ? | 77 | -5% | ? | 1%
O=C(Nc1ccc(S(=O)(=O)N2CCCC2)cc1)N1c2ccccc2Sc2ccccc21 | -7% | 4% | ? | 0% | 6% | -15 | -8% | i | -7%

(cont.)
Molecule | MCF10A rereplic | KB-V1 MDR tox | HT1080NT lethal | HT1080 IDH1KD tx | ATXN2 expr inh | IL1B secr inh | KB-3-1 cytotox | ATXN viability | SW480 rerep
C=C(C)CSc1nnc([C@@H]2CCCN2C(=O)OC(C)(C)C)o1 | -1% | -16% | 4% | -2% | -8% | 6 | 0% | i | -5%
Cc1cc(NC(=O)c2ccccc2Oc2ccccc2)no1 | 66% | 5% | 5% | 8% | 0% | -11 | 22% | i | 16%
CC(C)C(=O)Nc1nnc(NC(=S)Nc2ccccc2)s1 | 2% | -1% | 2% | 1% | 45%[activator] | -17 | ? | i | 2%
Cc1ccccc1SCC(=O)Nc1cc(S(=O)(=O)N2CCOCC2)ccc1N1CCOCC1 | 9% | -25% | 14% | 0% | 0% | -29 | 4% | i | 7%
c1ccc(-c2noc(CN3CCN(C(c4ccccc4)c4ccccc4)CC3)n2)cc1 | ? | ? | -16% | -6% | -12% | -87* | -14% | i | 11%
CC(=O)c1ccc(NC(=O)C(C)N2CCN(C/C=C/c3ccccc3)CC2)cc1 (stereo not drawn) | -30%[inhibitor] | ? | -12% | -1% | -4% | -2 | -3% | i | 10%
O=C1CC(=O)Nc2cc(S(=O)(=O)N3CCOc4ccc(Cl)cc43)ccc2N1 | 6% | 5%&-3% | -18% | -14% | -10% | 16 | -19%&-1% | i | 0%
O=C1CCCN1CCNC(=S)Nc1ccccc1 | -1% | 0% | 6% | 29% | -4% | 4 | 5% | i | -3%

Next section.
Molecule | MCF10A rereplic | KB-V1 MDR tox | HT1080NT lethal | HT1080 IDH1KD tx | ATXN2 expr inh | IL1B secr inh | KB-3-1 cytotox | ATXN viability | SW480 rerep
Cc1cccc(C(=O)NNc2ncnc3c2cnn3C)c1 | -3% | -8% | 15% | 13% | -8% | 9 | -6% | i | -4%
O=c1oc(-c2ccccc2)cc(Cl)c1Cl | 2.9µM* | ? | 16µM* | 9.2µM* | ? | -100* | ? | / | 9.2µM*
O=S(=O)(c1ccccc1)N1CCN(c2ncccn2)CC1 | -7% | -21% | 12% | 1% | 7% | 0 | 0% | i | 2%
Cc1ccc(C(=O)N(CN2CCCC2=O)c2ccccc2)cc1C | 10% | ? | -10% | -1% | 4% | 21 | -1% | i | 3%
O=C(N/N=C/c1ccco1)c1cnccn1 | 2% | -6% | 0% | 7% | 14% | 13 | 2% | i | 1%
CCOC(=O)c1ccc(NS(=O)(=O)c2cc(C)ccc2OC)cc1 | 4% | -22% | -10% | -22% | -12% | 30 | -27% | i | 2%
O=C(/C=C/c1cccc2ccccc12)NCCC1=CCCCC1 | 18% | -12% | 16% | 6% | 35%[activator] | -6 | -3% | i | 1%
C=CCn1c2ccccc2c2nnc(SCC(=O)Nc3c(C)n(C)n(-c4ccccc4)c3=O)nc21 | ? | 26% | -5% | -8% | -13% | -18 | -6% | ? | -4%

Next part
Second line of a record – MCF10A rereplic | KB-V1 MDR tox | HT1080NT lethal | HT1080 IDH1KD tx | ATXN2 expr inh | IL1B secr inh | KB-3-1 cytotox | ATXN viability | SW480 rerep
CCCCNC(=O)/C(C#N)=C/c1ccc(F)cc1F
 : ? | 1% | -8% | -15% | / | -90* | 10% | i | 1%
CN(CC(=O)Nc1ccccc1)CC(=O)Nc1ccccc1Cl
 : ? | -11% | 8% | -1% | 43%[activator] | 15 | 20% | i | -4%
CCOC(=O)C1(Cc2cccc(OC)c2)CCCN(C(=O)CSC)C1 (stereo not drawn)
 : -32%[inhibitor] | ? | -2% | 2% | 64%[activator] | 6 | 0% | i | ?
CCOc1cc(NC(=S)NCc2ccco2)c(OCC)cc1NC(C)=O
 : 6% | -6% | 0% | 0% | -1% | -2 | 0% | i | -2%
CN(c1ccccc1)S(=O)(=O)c1cccc(C(=O)Nc2ccc(N3CCOCC3)cc2)c1
 : ? | -16% | -11% | -6% | -26% | ? | -1% | i | 5%
O=C(N/N=C/c1cccs1)C1COc2ccccc2O1 (stereo not drawn)
 : -5% | ? | ? | ? | -7% | 20 | -19% | i | -4%
COC(=O)c1ccc2nc(-c3ccco3)c(Cc3cccc(F)c3)n2c1
 : / | 2% | ? | ? | 2% | 28 | 0% | i | /
CCCN(C(=O)c1cn(C)c(=O)c2cc(OC)c(OC)cc12)c1ccc(CC)cc1
 : / | -3% | / | / | -8% | / | 11% | i | /
COc1cc(OC)cc(-c2sc3ccc(OC)cc3c2-c2ccc(OCCN3CCCCC3)cc2)c1
 : 18µM* | 0% | ? | -29% | ? | -23 | 0% | ? | ?
O=C(Oc1ccc2ccc(=O)oc2c1)c1cccs1
 : 2% | 0% | 20% | 21% | 3% | 14 | 1% | / | -4%
O=C(COC(=O)C1CCC(N2C(=O)C3C4CCC(C4)C3C2=O)CC1)c1ccc(F)cc1 (stereo not drawn)
 : -32% | 68% | 6% | 15% | -1% | 21 | 20% | i | -4%
O=C(OCC(=O)N1CCCC1)c1ccc(NS(=O)(=O)c2cccs2)cc1O
 : -5% | 2% | 2% | 6% | -18% | 18 | -1% | ? | -11%
CN(C)/C=C(\C#N)C(=O)c1cccnc1Oc1ccc(F)cc1F
 : 21% | -2% | 13% | 13% | -7% | 1 | -1% | i | -8%
COc1ccc(CCNC(=O)C2CC3Cn4c(nc5cc6ccccc6cc54)C3N2C)cc1 (stereo not drawn)
 : 0% | -14% | 3% | 6% | -9% | -12 | 0% | i | -2%
O=C(O)/C=C\c1ccccc1Oc1cccc(Cl)c1
 : 20% | 12% | -6% | -1% | 3% | 24 | 4% | i | 16%
CCOC(=O)C1=C(c2ccccc2)N2CCS(=O)(=O)N=C2S1
 : 6% | 12% | -4% | 0% | 3% | 0 | -11% | i | 9%
CCc1ccc(S(=O)(=O)c2cn(Cc3ccccc3)c3cc(F)c(F)cc3c2=O)cc1
 : / | 0% | / | / | -4% | / | -12% | i | /
CCOc1cc(C=O)cc(N=Nc2cccc([N+](=O)[O-])c2)c1O
 : 6% | 13% | 1% | 4% | -2% | 8 | 0% | i | -1%
O=C(O)CCN1CCc2ccccc2C1c1ccncc1 (stereo not drawn)
 : -8% | -6% | -1% | 0% | / | 0 | -8% | i | -11%
CC(C)COc1ccc2[nH]c3c(c2c1)CCCC3=O
 : 0% | 0.18µM* | 0% | -3% | 1% | -2 | 0.92µM* | i | -4%

Next entries follow.
Second line of a record – MCF10A rereplic | KB-V1 MDR tox | HT1080NT lethal | HT1080 IDH1KD tx | ATXN2 expr inh | IL1B secr inh | KB-3-1 cytotox | ATXN viability | SW480 rerep
COP(=O)(OC)C(Nc1ccc(C)cc1)c1ccc([N+](=O)[O-])cc1 (stereo not drawn)
 : -4% | -17% | 2% | 2% | 8% | -10 | 3% | i | 4%
O=C(CSc1nc2c(oc3ccccc32)c(=O)[nH]1)Nc1cccc(Cl)c1
 : / | -3% | / | / | 10% | / | 2% | ? | /
CCCc1nnc(NS(=O)(=O)c2ccc(C)cc2)o1
 : 2% | 22% | 6% | 18% | 1% | 5 | 16% | i | -10%
COc1ccc(/C=N/n2cnn(Cc3ccccc3Cl)c2=S)cc1
 : ? | 2% | 1% | 2% | 0% | -9 | -9% | i | 1%
Cc1cccc(NC(=O)Cn2nnc(C(=O)NCc3cccs3)c2N)c1
 : / | 30% | / | / | 8% | / | -10% | i | /
Cc1cc(C)cc(C(=O)OCC(=O)Nc2ncccn2)c1
 : -1% | -3% | 5% | 13% | / | -18 | 1% | i | -12%
CCNC(=O)CC1C(=O)N(c2ccc(F)cc2)C(=O)N1Cc1ccccn1 (stereo not drawn)
 : 2% | -3% | 1% | 0% | 2% | 30 | 13% | i | -2%

Arranged by count of non-hydrogen atoms (low to high): part of the list above
Second line of a record – MCF10A rereplic | KB-V1 MDR tox | HT1080NT lethal | HT1080 IDH1KD tx | ATXN2 expr inh | IL1B secr inh | KB-3-1 cytotox | ATXN viability | SW480 rerep
O=C(O)/C=C\c1ccccc1Oc1cccc(Cl)c1
 : 20% | 12% | -6% | -1% | 3% | 24 | 4% | i | 16%
O=S(=O)(c1ccccc1)N1CCN(c2ncccn2)CC1
 : -7% | -21% | 12% | 1% | 7% | 0 | 0% | i | 2%
CCOC(=O)c1ccc(NS(=O)(=O)c2cc(C)ccc2OC)cc1
 : 4% | -22% | -10% | -22% | -12% | 30 | -27% | i | 2%
CCCCn1c(N)c(N(CC(C)C)C(=O)c2cccc(S(=O)(=O)N3CC(C)OC(C)C3)c2)c(=O)[nH]c1=O (stereo not drawn)
 : ? | 26% | 12% | 10% | 0% | 2 | 20% | i | -439%[inhibitor]
